Compound activity: PubChem BioAssay, several laboratories
ERa coact pot: ER-alpha (human) coactivator binding potentiation | P03372 | TR-FRET ERalpha-LBD/SRC-Cy5 coactivator binding, 2 h; 100 = basal binding, no effect | coactivator binding (% of control), % at 25.6 µM | actives 1.3% (n = 86,000); in the data active = activity above about 200%;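 also: binding measured in presence of low estradiol as agonist stimulus; 0% = peptide alone without receptor and 100% = receptor with peptide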
Smad3 inh: blocks human Smad3 binding to FoxH1 peptide; TR-FRET Smad3/Dy647-FoxH1 peptide binding, europium anti-His; inhibition, % at 25 µM; actives 0.29% (n = 88,000); AID 630;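 active = compounds that reduce the energy-transfer binding signal between the protein and its labelled peptide by more than half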;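 also: 0% = Smad3 plus labelled peptide maximal FRET and 100% = peptide-only background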
CD11b adhes enh: CD11b/CD18-fibrinogen binding enhancement. K562 CD11b/CD18 adhesion to fibrinogen, ATPlite luminescence. AID 1499. P05107+P11215. activation, % at 10 µM. actives 0.07% (n = 93,000);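 active = 10 µM primary screen giving 50% or more activity, confirmed by 40% or more on retest at that dose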; also: strong numbers were not always called active
Target sequence (P05107 whole entry, looked up, other chains not shown): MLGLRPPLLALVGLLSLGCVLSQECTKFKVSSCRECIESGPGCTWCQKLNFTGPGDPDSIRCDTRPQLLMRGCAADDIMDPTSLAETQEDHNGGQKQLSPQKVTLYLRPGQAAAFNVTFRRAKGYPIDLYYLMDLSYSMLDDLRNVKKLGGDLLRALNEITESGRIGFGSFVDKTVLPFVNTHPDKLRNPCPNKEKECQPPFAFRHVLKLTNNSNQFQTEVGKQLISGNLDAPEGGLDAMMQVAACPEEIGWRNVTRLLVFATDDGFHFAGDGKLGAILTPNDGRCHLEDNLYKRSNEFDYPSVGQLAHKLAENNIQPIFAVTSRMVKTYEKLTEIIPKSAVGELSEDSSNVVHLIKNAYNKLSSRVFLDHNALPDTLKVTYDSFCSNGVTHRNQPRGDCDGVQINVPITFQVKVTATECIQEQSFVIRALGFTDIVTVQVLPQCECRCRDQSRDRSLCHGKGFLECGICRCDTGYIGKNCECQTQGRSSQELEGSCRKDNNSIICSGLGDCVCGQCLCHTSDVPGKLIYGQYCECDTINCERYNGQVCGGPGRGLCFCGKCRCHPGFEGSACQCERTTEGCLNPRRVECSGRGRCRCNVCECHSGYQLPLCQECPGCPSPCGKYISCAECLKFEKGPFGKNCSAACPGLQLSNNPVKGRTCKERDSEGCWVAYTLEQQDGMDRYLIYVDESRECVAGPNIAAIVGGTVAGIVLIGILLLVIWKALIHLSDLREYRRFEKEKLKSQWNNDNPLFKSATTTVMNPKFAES
HUVEC prolif 384: human endothelial cell proliferation inhibition. viability, % at 10 µM (by protocol). HUVEC proliferation, CellTiter-Glo luminescence, 72 h; stronger effect = lower value. actives 1.1% (n = 86,000). AID 648;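 active = viability at or below 30%; inactive = viability above 30%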;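 also: 100% = median luminescence of DMSO-only cell control wells on each plate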
H69AR inhibit: blocks growth of human H69AR lung tumor cells | viability, % at 10 µM | H69AR lung tumor viability, ATP luminescence, 72 h; stronger effect = lower value | actives 6% (n = 85,000);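 active = viability at or below 40%; inactive = viability above 40%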;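 also: multidrug resistant small cell line overexpressing MRP-1 efflux transporter; 100% = mean luminescence of untreated control wells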
MT1-MMP txn act: MT1-MMP promoter transcription activation | HT1080 MT1-MMP promoter luciferase reporter, luminescence, overnight; stronger effect = higher value | activation factor at 10 µM | actives 0.16% (n = 86,000) | AID 750;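 active = activation factor of at least 2 for MT1-MMP transcription at 10 µM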
ERb SRC1 inh: ER-beta (human) coactivator binding inhibition. TR-FRET ER-beta LBD / SRC1-Cy5 peptide binding; receptor agonist-loaded with 1 µM estradiol. actives 1.3% (n = 86,000). inhibition, % at 25.6 µM. Q92731;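 active = compounds whose percent inhibition of the receptor-coactivator binding signal exceeds about 50% in the single-dose screen, limit read from the data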;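 also: 0% = receptor plus peptide wells without compound and 100% = peptide-only wells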
ERa SRC1 inh: ER-alpha (human) coactivator binding inhibition | P03372 | TR-FRET ER-alpha LBD / SRC-1 peptide, estradiol-bound | inhibition, % at 25.6 µM | actives 1.7% (n = 86,000); in the data active = inhibition above about 50%;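 also: 0% = receptor plus peptide control and 100% = peptide only without receptor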
Lung fibro prol: blocks proliferation of human lung fibroblasts | LL 47 human lung fibroblast viability, ATP luminescence; stronger effect = lower value | viability, % at 10 µM | actives 1.1% (n = 85,000);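 active = viability at or below 50% in the single dose screen; inactive = viability above 50%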;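 also: compound exposure lasted 72 h before the ATP readout; 100% = median luminescence of untreated cell-only wells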
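Assay system: human lung fibroblast line LL 47, low passage. Input: 1,150 fibroblasts seeded per well. Times: overnight cell rest, 72 h compound treatment at 37 °C. Evaluation: % viability of median cell-only signal. Technique: luminescent ATP detection, CellTiter-Glo. Control set: cell-only wells, no compound.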
Starred values were filed as active, the others as inactive; . = no result given; [ ] = another dose, or the depositor's remark.

SMILES	ERa coact pot	Smad3 inh	CD11b adhes enh	HUVEC prolif 384	H69AR inhibit	MT1-MMP txn act	ERb SRC1 inh	ERa SRC1 inh	Lung fibro prol
O=C(COC(=O)c1c2c(nc3ccccc13)CCCC2)Nc1ccc2c(c1)OCO2	105	-6	26	68	36*	1.1	8[fluorescence artefact?]	14[fluorescence artefact?]	103
COc1ccc2[nH]c(=O)c(C(c3nnnn3C3CCCC3)N(C)C3CCCCC3)cc2c1 (centres undefined)	113	1	-5	83	84	1.1	-3	5	92
CCOC(=O)c1ccc(NC(=O)Oc2ccccc2)cc1	109	-2	-3	86	86	1.2	-7	0	100
CC(=NCCN1CCNCC1)C1=C(O)CC(C)(C)CC1=O	119	0	-1	100	102	1.2	0	-2	103
COc1ccc(-c2cc(C(F)(F)F)nc(N3CCN(c4ccccc4)CC3)n2)cc1OC	102	-17	.	88	65	1.1	1[fluorescence artefact?]	22	89
O=C(CSc1ccc(-c2ccccc2)nn1)NCc1ccco1	101	-2	.	103	87	1.3	-1	-7	100
CC(c1cccnc1)N(C(=O)Nc1ccccc1)C1CCCCC1 (centres undefined)	138	6	-2	112	88	1	2	3[fluorescence artefact?]	100
CCC(=O)c1ccc(N2CCN(C(=O)c3ccc(Br)cc3)CC2)c(F)c1	116	0	2	102	77	1.1	-15	-3	103
O=C(Cn1cnc2c(nnn2-c2ccc(F)cc2)c1=O)NCc1ccco1	110	-1	-1	98	87	1.2	30	36	96
N#Cc1cc2c(=O)n3ccccc3nc2n(Cc2cccnc2)c1=N	85[fluorescence artefact?]	4	.	59	66	1.2	14	0[fluorescence artefact?]	94
Cc1cccn2c(=O)c3cc(C#N)c(=N)n(CCCN4CCOCC4)c3nc12	91	-2	.	100	76	1.2	7[fluorescence artefact?]	3	95
O=C(c1cccnc1)N1CCN(Cc2ccccc2Br)CC1	103	5	-1	97	92	.	11	15[fluorescence artefact?]	103
O=C(O)CSCCc1ccccn1	122	0	1	104	89	0.9	5	-2	96
O=C(Nc1ccc2c(c1)nc1n2CCOC1)c1ccco1	122	-4	-4	93	85	1.4	-12[fluorescence artefact?]	2[fluorescence artefact?]	104
Cc1ccc(S(=O)(=O)[N-]c2nc3ccccc3nc2-n2cc[n+](CCC(C)C)c2)cc1	95[fluorescence artefact?]	21	1	96	91	1.1	-4	-5	94
Cc1ccc(NC(=O)Nc2ccc(F)cc2)nc1	96	9	-2	92	89	1.8	-19[fluorescence artefact?]	-3	99
COc1ccc(OCC(=O)Nc2ccc(N3CCOCC3)c(Cl)c2)cc1	106[fluorescence artefact?]	-1	18	96	91	0.9	-5	-1	103
NC(=O)CSc1nnc(CNc2cccc(Cl)c2)n1CCc1ccccc1	77	4	-1	99	83	1.1	2[fluorescence artefact?]	7	94
CN(CC(=O)O/N=C(\N)c1ccc([N+](=O)[O-])cc1)S(=O)(=O)c1ccc2ccccc2c1	98	-11	-5	97	104	1.3	-11	-2	97
CC(C)Oc1ccc(/C(O)=C2/C(=O)C(=O)N(CCCN3CCOCC3)C2c2ccncc2)cc1 (centres undefined)	130	-14	.	97	102	1.2	-8[fluorescence artefact?]	-17[fluorescence artefact?]	105
CCOC(=O)c1cnc(SC)nc1Sc1ccccc1	107	-1	4	110	98	1.1	0	26	99
CCOC(=O)C1(CCC(C)C)CC(CSc2nc3ccccc3[nH]2)OC1=O (centres undefined)	88	10	-1	83	90	1.1	9	1	108
COc1ccc(/C=C/C(=O)Nc2c(C)nn(C)c2C)cc1COc1ccc(Cl)cc1Br	114	8	.	107	87	1.1	11	37	106
Cc1ccccc1-n1nc(C)c2cc(C(=O)N3CCN(S(=O)(=O)c4ccccc4)CC3)sc21	121	-8	2	92	.	1.1	-1	-5	96

Copied from the entries so far for reference:
SMILES	ERa coact pot	Smad3 inh	CD11b adhes enh	HUVEC prolif 384	H69AR inhibit	MT1-MMP txn act	ERb SRC1 inh	ERa SRC1 inh	Lung fibro prol
O=C(O)CSCCc1ccccn1	122	0	1	104	89	0.9	5	-2	96
O=C(Nc1ccc2c(c1)nc1n2CCOC1)c1ccco1	122	-4	-4	93	85	1.4	-12[fluorescence artefact?]	2[fluorescence artefact?]	104
Cc1ccc(S(=O)(=O)[N-]c2nc3ccccc3nc2-n2cc[n+](CCC(C)C)c2)cc1	95[fluorescence artefact?]	21	1	96	91	1.1	-4	-5	94
Cc1ccc(NC(=O)Nc2ccc(F)cc2)nc1	96	9	-2	92	89	1.8	-19[fluorescence artefact?]	-3	99

Additional structures follow.
SMILES	ERa coact pot	Smad3 inh	CD11b adhes enh	HUVEC prolif 384	H69AR inhibit	MT1-MMP txn act	ERb SRC1 inh	ERa SRC1 inh	Lung fibro prol
COc1ccccc1S(=O)(=O)Cc1ccc(C(=O)N2CCCC2)o1	208*	0	3	104	98	1.1	-12[fluorescence artefact?]	7	98
Clc1ccc(CSc2nnc(CNc3cccc(Cl)c3)o2)cc1	93[fluorescence artefact?]	-8	-5	79	80	1.2	34	2	100
CCC(Oc1ccccc1)C(=O)Nc1ccc(S(=O)(=O)N2CCOCC2)cc1 (centres undefined)	102	-4	.	96	86	1.1	13	25	98
CC1CN(C(=O)Nc2ccc3c(c2)OCO3)CC(C)O1 (centres undefined)	108	-6	0	95	101	1.5	-24	-7	103
CCOC(=O)c1cnc(SCCc2ccccc2)nc1N	99	-8	6	94	86	1.6	-9	-2	97
CCOCCCNC(=O)C(c1ccc(Cl)cc1)N1CCN(c2ccccc2)CC1 (centres undefined)	103[fluorescence artefact?]	-1	0	94	89	1.1	-6[fluorescence artefact?]	-1	99
COCCCN1C(=O)c2[nH]nc(-c3ccccc3O)c2C1c1ccc(Cl)cc1 (centres undefined)	87	-5	9	89	.	1.1	3	6	89
CC1CCCCC1NC(=O)c1ccc(S(=O)(=O)N2CCCC2)cc1 (centres undefined)	151	8	-4	104	98	1.2	-9	-1	90
COc1ccc(Cl)cc1-c1n[nH]c(=S)n1C	70	-6	1	103	96	1	19	15	102
CCOC(=O)c1cc2c(=O)n3cccc(C)c3nc2n(Cc2ccco2)c1=NC(=O)c1ccccc1	62[fluorescence artefact?]	-21	5	79	25*	1.1	50	33	96
CN(C)S(=O)(=O)Nc1ccc2c(c1)Cc1ccccc1-2	100[fluorescence artefact?]	-8	-5	82	86	1.2	-1	3	108
CCCCNC(=O)NS(=O)(=O)c1ccc(C(=O)OC)o1	119	4	0	105	96	1	-12	-12	97
Cn1c(=O)c2c(n(Cc3ccccc3)c1=O)NC(=O)C2CC(=O)O (centres undefined)	109	-9	0	96	88	1.1	13	-2	104
COC(=O)C(CC(C)C)NC(=O)c1ccc(F)cc1 (centres undefined)	127	1	-2	100	101	1.2	-6	-6[fluorescence artefact?]	98
O=C(C1CCN(S(=O)(=O)c2cccc3cccnc23)CC1)N1CCN(Cc2ccccc2)CC1	80	-1	.	100	96	1.1	-5[fluorescence artefact?]	2	98
COc1ccc(NC2=Nc3ccccc3CC2)cc1	108	9	1	95	88	1.2	6	6	102
CN(C)C(=O)C1(c2ccccc2)CCN(S(=O)(=O)c2ccccc2)CC1	133	5	4	97	97	1	-13	-7	99
Cc1cccc(N(Cc2ccccc2F)S(C)(=O)=O)c1	120	-5	-2	101	104	1.1	-2	0	99
COc1cc(CN2CCC(C(=O)N3CCN(c4ccccc4F)CC3)CC2)ccc1O	114	-8	-1	107	87	1	0	-9	106
CC(C)CCNC(=O)NC(=O)COc1ncnc2sccc12	110[fluorescence artefact?]	1	-3	82	102	1	9	6	.
CCOc1ccccc1OCC(=O)Nc1ccc(Cl)cc1Cl	92	0	.	105	75	1	0	-1	110
COc1cccc(-c2nnc(SCC(=O)Nc3ccc(S(N)(=O)=O)cc3)n2C)c1	80	5	-1	93	100	1.1	29	15	.
O=C(c1ccco1)N1CCN=C1SCc1ccc(F)cc1	86	-2	4	102	106	1	7	3	107
O=S(=O)(NCc1ccccc1)c1ccc(S(=O)(=O)N(Cc2ccccn2)C2CCCC2)cc1	118	13	.	80	72	1.3	-20	-16	94
CCC(=O)NCCc1nc2cc(NC(=O)c3ccccc3OC)ccc2n1C	99	-8	-4	84	70	1.3	1	3	94
COc1ccc(OC)c(C2CC(=O)C3=C(C2)NC(=O)CC3c2ccc(O)c(OC)c2)c1 (centres undefined)	92	8	.	87	69	1.2	-18	-47[fluorescence artefact?]	99
O=C(CCN1CCN(c2ccccc2F)CC1)c1ccc(Br)cc1	89	-1	-3	70	7.7*	1.2	3[fluorescence artefact?]	9	86
CCC(C)c1ccc(NC(=O)CC(C)=O)cc1 (centres undefined)	81	5	-1	99	91	.	5	-8	98
CC(=O)Nc1ccc(S(=O)(=O)NC2(C(F)(F)F)C(=O)Nc3c2c(=O)n(C)c(=O)n3C)cc1 (centres undefined)	109[fluorescence artefact?]	1	-1	98	106	1.2	-10	0[fluorescence artefact?]	100
Cc1cc(C)c(C#N)c(OCC(=O)c2ccc(Br)cc2)n1	106	0	-3	93	85	1.2	-11	-2	90
COn1c(SCc2ccc(C)cc2C)nc2ccccc2c1=O	84	-4	.	89	31*	0.9	-13	-1	93
OCCn1c(C(F)(F)F)nc2ccccc21	86	-1	.	92	97	1.1	-21	-19	102
Cc1ccc(S(=O)(=O)Cc2ccc(C(=O)OCc3ccccc3)cc2)cc1	113	5	9	99	99	.	-5	-4	93
COc1ccccc1NC(=O)Cn1nc(C(F)(F)F)c2c1CCCC2	108	7	6	103	94	1.1	4	-6	101
COC(=O)Nc1sc2c(c1C(N)=O)CCCCCC2	91	4	.	98	83	1	-7	-14[fluorescence artefact?]	93
COC(=O)c1ccc2c(c1)N(Cc1nc(-c3ccc(Cl)cc3)oc1C)C(=O)C1CCCN21 (centres undefined)	113	6[fluorescence artefact?]	.	87	15*	1.1	5	1	96

Complete entries, looked up by structure. Order of screens: ERa coact pot, Smad3 inh, CD11b adhes enh, HUVEC prolif 384, H69AR inhibit, MT1-MMP txn act, ERb SRC1 inh, ERa SRC1 inh, Lung fibro prol
Shown for CCC(C)c1ccc(NC(=O)CC(C)=O)cc1 (centres undefined) → 81, 5, -1, 99, 91, ., 5, -8, 98
Shown for OCCn1c(C(F)(F)F)nc2ccccc21 → 86, -1, ., 92, 97, 1.1, -21, -19, 102

(continued)
SMILES	ERa coact pot	Smad3 inh	CD11b adhes enh	HUVEC prolif 384	H69AR inhibit	MT1-MMP txn act	ERb SRC1 inh	ERa SRC1 inh	Lung fibro prol
Cn1c(C(=O)N2CCCc3ccccc32)cc2c(=O)n3ccccc3nc21	99	7	.	80	82	1	-2	-13	58
O=C(NCC1COc2ccccc2O1)C1CCCN(S(=O)(=O)c2cccc3cccnc23)C1 (centres undefined)	103	6	3	90	91	1.1	-10	-6	97
Cc1ccccc1CSc1nc2c(c(=O)[nH]1)CCCC2	94	-7	-5	100	86	1.1	4[fluorescence artefact?]	0[fluorescence artefact?]	96
CCOC(=O)C1=C(C)OC(N)=C(C#N)C1c1ccsc1 (centres undefined)	119	-4	-2	100	87	1.1	1	0	101
CCC(C)(C(=O)NC1CCCCC1)N(C(=O)c1ccccn1)c1ccccc1 (centres undefined)	75[fluorescence artefact?]	1	-3	97	90	0.9	-9	-5	105
S=c1[nH]nc(-c2ccccc2)o1	95	7	0	88	93	1.1	-7	3	101
CCC(C)(C)n1nnnc1C(c1ccc(C)cc1)N1CCN(Cc2cccnc2)CC1 (centres undefined)	114	6	1	104	86	1	-3	1	108
CC(=O)Nc1ccc(S(=O)(=O)Nc2nnc(C(C)C)s2)cc1	90	9	-3	105	102	1.2	-8	-3	104

The list is partial, so the mix of outcomes need not match the whole.
